# High-throughput results: PubChem BioAssay, National Center for Advancing Translational Sciences (NCATS)
# Pol iota inh – inhibitors of human DNA polymerase iota | Q9UNA4 | Pol iota fluorescent replication assay, 10 min | Potency, µM (doses to about 115 µM), for inactives: top-dose activity, negative = inhibition, usual class: inhibitors | 1% of 390,000 active; also: potency is read from the fitted curve at half-maximal effect
#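 Pol iota at 10 nM preincubated 15 min with compounds at room temperature; reaction started with fluorescent substrate, 50 nM final. Fluorescence read kinetically at 0 and 10 min; buffer-only wells as negative control.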
# APEX1 inh – APE1 (human) endonuclease inhibition | recombinant APE1, TAMRA/BHQ-2 abasic DNA cleavage fluorescence | Potency, µM (doses to about 65.8 µM), for the others: at the top dose activity change, negative = inhibition, usual class: inhibitors | 0.35% of 350,000 active;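 also: potency is read from the fitted curve at half-maximal effect; plate controls were vehicle for no effect and reference inhibitor for full effect; nearly all actives have a fitted effect of over 55% in size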
# Target sequence (P27695 whole entry, looked up): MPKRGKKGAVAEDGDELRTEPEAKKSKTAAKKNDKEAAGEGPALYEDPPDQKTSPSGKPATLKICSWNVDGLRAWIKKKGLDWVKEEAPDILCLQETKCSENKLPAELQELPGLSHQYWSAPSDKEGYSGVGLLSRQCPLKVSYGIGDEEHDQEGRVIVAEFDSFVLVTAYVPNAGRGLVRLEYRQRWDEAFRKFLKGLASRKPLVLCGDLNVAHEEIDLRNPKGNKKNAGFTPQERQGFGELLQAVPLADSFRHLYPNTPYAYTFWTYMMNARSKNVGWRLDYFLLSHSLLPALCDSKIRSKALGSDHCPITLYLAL
#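 Step 1: APE1 (0.75 nM) with compound, 15 min RT. Step 2: add 50 nM fluorophore/quencher THF duplex. Step 3: three fluorescence reads 60 s apart (525/598 nm); read 3 minus read 1 = reaction progress.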
# Pol eta inh – blocks human DNA polymerase eta activity; recombinant Pol eta, fluorescent DNA replication assay; AID 588591; Potency, µM (series often up to 114 µM), for the others: at the highest dose activity change, negative = inhibition, most hits filed as inhibitors; Q9Y253; 1.2% of 390,000 active; also: potency is read from the fitted curve at half-maximal effect; % is scaled to controls: 0 for no effect and ±100 for the full control effect
#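 Fluorescent replication assay: 50 nM final substrate added after a 15 min room-temperature compound preincubation with 10 nM enzyme. Signal taken at 0 min and again at 10 min.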
# POLB inh – inhibitors of human DNA polymerase beta. 1.3% of 340,000 active. Potency, µM (top dose mostly 114 µM), without a hit: top-dose activity change, negative = inhibition, hits mostly inhibitors. P06746. Pol beta primer extension/strand displacement, fluorescence kinetic. AID 485314; also: potency is read from the fitted curve at half-maximal effect; % is scaled to controls: 0 for no effect and ±100 for the full control effect
#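 Human Pol beta at 10 nM; strand-displacement substrate 50 nM final. Compound exposure 15 min at room temperature before start, reaction 10 min at room temperature.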
# Anesthetic bind – binds horse apoferritin like a general anesthetic; P02791; apoferritin/1-aminoanthracene competitive binding, fluorescence; Potency, µM (doses to about 77.5 µM), for inactives: top-dose activity change, negative = displacement, hits mostly inhibitors; 0.074% of 350,000 active; AID 485281; also: potency is read from the fitted curve at half-maximal effect; % is scaled to controls: 0 for no effect and ±100 for the full control effect; nearly all actives have a fitted effect of over 20% in size
# Target sequence (P02791 2-175 limits assumed): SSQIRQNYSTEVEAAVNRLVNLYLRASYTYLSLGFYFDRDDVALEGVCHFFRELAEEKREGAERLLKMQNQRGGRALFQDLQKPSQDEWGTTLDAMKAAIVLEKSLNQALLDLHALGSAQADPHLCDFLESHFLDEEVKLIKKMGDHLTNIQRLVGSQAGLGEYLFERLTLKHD
#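 Apoferritin-based anesthetic binding model; compound displacement of fluorescent 1-AMA measured as endpoint fluorescence after 10 minutes at room temperature, scaled to free-ligand and complex controls.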
# LDHA inh – LDHA (human) enzyme inhibition | P00338 | purified LDHA, NADH/diaphorase-resazurin fluorescence; stronger effect = lower value | activity change, % (values are at about 110 or 230 µM) | 0.15% of 480,000 active; in the data active = activity change below about -30%; inconclusive = mostly about -25% to -30%;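 also: plate controls were DMSO wells for no effect and wells without enzyme for full effect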
#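 Human LDH5 at 2 nM final in Tris HCl pH 7.4 with 0.06 mM NADH and 0.2 mM pyruvate, reacted 5 minutes at room temperature. Remaining NADH coupled via diaphorase/resazurin; resorufin fluorescence read at 0 and 20 minutes, normalized to enzyme-free and DMSO wells.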
# POLK inh – inhibitors of human DNA polymerase kappa. 0.53% of 400,000 active. Potency, µM (titrated, usually from 107 µM), for inactives: at the top dose activity, negative = inhibition, hits mostly inhibitors. purified Pol kappa, fluorescent DNA synthesis assay, 10 min; also: potency is read from the fitted curve at half-maximal effect; % is scaled to controls: 0 for no effect and ±100 for the full control effect
#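 Kinetic fluorescence screen: compound preincubated 15 min RT with 10 nM enzyme; 50 nM substrate (final) initiates; reads at 0/10 min.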
# BLM inh – Bloom syndrome helicase (human) inhibition; Potency, µM (top dose mostly 56.1 µM), without a hit: at the highest dose activity change, negative = inhibition, actives largely listed as inhibitors; 0.2% of 350,000 active; AID 2528; recombinant BLM DNA unwinding, fluorescence dequenching; P54132;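 also: potency is read from the fitted curve at half-maximal effect; plate controls were vehicle for no effect and no enzyme for full effect; nearly all actives have a fitted effect of over 35% in size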
# Glioma ERSR ind – inducers of ER stress response in human glioma cells; U87-MG GRP78 promoter luciferase reporter, 16 h; Potency, µM, for the others: top-dose activation, most hits filed as activators; 0.02% of 420,000 active; AID 602332; also: potency is read from the fitted curve at half-maximal effect; series mostly up to about 76 µM; % of control where 0% means no effect; nearly all actives have a fitted effect of over 35% in size
#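 Stably transfected U87-MG glioma cells carrying a GRP78-based luciferase sensor; 16 h compound incubation. Luminescence end-point read 10 min after Bright-Glo addition at room temperature.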
# Active calls of the source: *; ? = inconclusive; · = not tested or not shown; & = joins results of further samples; [ ] = remark or other dose. Unless noted, calls follow the shape of the dose curve; as a rule, active = well fitted curve in the direction sought with a large enough effect; inconclusive = small, poorly fitted or top-dose-only effect, or another doubt; inactive = no such curve, though single readings can be large; an effect the other way counts as inactive or inconclusive.
SMILES,Pol iota inh,APEX1 inh,Pol eta inh,POLB inh,Anesthetic bind,LDHA inh,POLK inh,BLM inh,Glioma ERSR ind
O=C(Nc1ccccc1)c1ccc(NC(=O)c2cccs2)cc1,14%,18%,-17%,0%,-7%,-8,-6%,-3%,0%
Cc1ccc(C(=O)OCc2cn3ccccc3n2)cc1,-7%,-1%,1%,0%,-2%,-7,-14%,1%,0%
COc1ccc(-c2csc(NC3=NCCCCC3)n2)cc1,16%,18%,-21%,0%,-10%,-4,-11%,1%,1%
COc1ccc(C(=O)n2ncc(C#N)c2N)cc1,-20%,-2%,-11%,-17%,-13%,-4,-1%,0%,-3%
CC1(C)NC(=O)N(CC(=O)OCC(=O)Nc2cc(S(=O)(=O)N3CCCCC3)ccc2Cl)C1=O,121%[activator],-1%,-7%,41%,-3%,-2,1%,-11%,-2%
Nc1cc(=O)[nH]c(SCC(=O)N2N=C(c3ccc4ccccc4c3)CC2c2ccccc2)n1 (stereo not given),45µM*,0%,?,5%,-4%,-11,-8%,-18%,4%
Cc1nc(-c2ccc(Cl)cc2)sc1C1(C)CC(c2ccc(OC(F)(F)F)cc2)=NO1 (stereo not given),-3%,15%,-13%,0%,2%,-3,1%,2%,0%
CC(C)CC(=O)Nc1ccccc1N1CCCC1,33%[activator],6%,-6%,4%,-3%,6,-8%,-1%,-5%
CC(=O)Nc1ccc(S(=O)(=O)Nc2nnc(C3CCCCC3)s2)cc1,2%,8%,-16%,16%,-7%,-4,-6%,-6%,0%
O=C(c1cnccn1)N1CCC2(CCCN(c3ccccn3)C2)CC1,·,2%,·,·,·,·,-9%[60.1 µM],3%,-3%
Cc1cc(=O)[nH]c(SCC(=O)Nc2nonc2C)n1,-5%,12%,-3%,12%,-10%,-1,-11%,3%,-4%
CCOCCCN1C(=O)CN(C2CCCCC2)C(=O)C1c1ccc(OC)c(OC)c1 (stereo not given),-10%,-1%,-6%,15%,-13%,1,0%,133%[activator],-4%
Cc1cc(C(=O)COC(=O)c2ccc(O)cc2O)c(C)n1-c1ccc(OC(F)F)cc1,5%,-21%,-2%,·,·,-6,-11%,·,2%
CCSCCNC(=O)c1cc(-n2cnnc2)ccc1Cl,8%,-10%,-3%,7%,-5%,-13,-12%,-4%,-5%
CN(CC(=O)Nc1ccc(Cl)cc1)C(=O)CCNC(=O)c1ccc(Cl)cc1,-2%,-4%,-10%,·,·,-5,-13%,·,5%
O=C(NCc1ccco1)c1cc(S(=O)(=O)N2CCCc3ccccc32)ccc1Cl,-4%,-2%,?,-3%,-15%,-4,-27%,-7%,-6%
CCOc1ccc(NC(=O)C(C)Sc2nnc(C)n2C)cc1 (stereo not given),-2%,-1%,-9%,2%,3%,-1,-23%,1%,0%
COc1ccc(C)cc1N(C(=O)c1ccco1)C(C(=O)NC1CCCC1)c1ccc(N2CCOCC2)cc1 (stereo not given),35%[activator],61%[activator],1%,17%,-8%,1,-7%,-4%,-1%
COc1cccc(C(=O)COC(=O)C2CC(=O)N(c3ccc(Oc4ccccc4OC)cc3)C2)c1 (stereo not given),3%,10%,0%,?,-20%,-2,-1%,-5%,-3%
Cc1nc(NC(=O)COC(=O)C2CC2C)c(Cl)cc1Cl (stereo not given),16%,-5%,-14%,·,·,-3,-2%,·,6%
CCCCC(=O)NC(N1CCCCC1)C(Cl)(Cl)Cl (stereo not given),9%,-3%,-9%,14%,-14%,3,0%,0%,1%
COc1ccccc1-c1nc2n(n1)C(c1ccccc1Cl)C(C(N)=O)=C(C)N2 (stereo not given),33%[activator],-3%,-9%,-1%,-7%,0,6%,2%,-3%
O=C(Nc1nc(-c2ccc(-c3ccccc3)cc2)cs1)c1cc([N+](=O)[O-])ccc1N1CCOCC1,10%,0%,4%,11%,-5%,-5,3%,-2%,-2%
C#CCn1c(S(=O)(=O)Cc2ccc(F)cc2)nc(-c2ccccc2)c1-c1ccccc1,-11%[58.9 µM],-3%,-4%,0%,7%,0,-9%,-11%,-2%
CCc1ccc(NC(=O)CN2CCN(Cc3ccccc3)S2(=O)=O)cc1,29%,·,-16%,8%,7%,-4,-12%[60.1 µM],-5%,-3%

# Among those listed so far, 2 contain a furan ring, fused or not.
SMILES,Pol iota inh,APEX1 inh,Pol eta inh,POLB inh,Anesthetic bind,LDHA inh,POLK inh,BLM inh,Glioma ERSR ind
O=C(NCc1ccco1)c1cc(S(=O)(=O)N2CCCc3ccccc32)ccc1Cl,-4%,-2%,?,-3%,-15%,-4,-27%,-7%,-6%
COc1ccc(C)cc1N(C(=O)c1ccco1)C(C(=O)NC1CCCC1)c1ccc(N2CCOCC2)cc1 (stereo not given),35%[activator],61%[activator],1%,17%,-8%,1,-7%,-4%,-1%

# (cont.)
SMILES,Pol iota inh,APEX1 inh,Pol eta inh,POLB inh,Anesthetic bind,LDHA inh,POLK inh,BLM inh,Glioma ERSR ind
Cc1ccccc1Nc1c(-c2ccncc2)nc2ccc(Cl)cn12,12%&21%,-11%,-11%&-19%,-21%&-4%,-15%&-22%,-1&0,6%&9%,-6%&0%,1%&-1%
Cc1ccc(C(=O)NCC(=O)Nc2ccc3c(c2)OCCO3)cc1,-2%,6%,-6%,·,·,-4,-2%,·,-1%
CC1(C)CC(=O)C2=C(C1)N(c1ccccc1)C(N)=C(C#N)C2c1cccnc1 (stereo not given),18%,12%,-2%,41%,-7%,-1,-17%,-1%,-3%
CCC(CC)C(=O)Nc1ccc2nc(SCC(=O)N3CCCC3)sc2c1,17%,·,-9%,1%,8%,-6,-10%,-16%,-6%
CCCOc1c(OC)cccc1C1CC(=O)Nc2cc(OC)c(OC)c(OC)c21 (stereo not given),-1%,-7%,-15%,19%,-19%,3,-18%,0%,-6%
O=C(CN1C(=O)NC2(CCCCC2)C1=O)NCc1cccs1,23%,-4%,-3%,25%,-11%,-5,-10%,4%,6%
COc1nc(Nc2ccccc2F)nc(OC)n1,17%,16%,2%,2%,9%,0,-16%,-1%,5%
Cc1ccccc1-n1c(SCC(=O)Nc2ccc3c(c2)OCO3)nnc1-c1ccccn1,5%,0%,-4%,20%,1%,8,-17%,3%,-4%
COc1ccccc1OCc1nnc(SCC(=O)NCc2ccco2)n1-c1ccccc1,14%,-3%,-4%,14%,3%,1,-5%,-3%,-3%
COc1ccccc1OCC(=O)NC1CC(=O)N(c2ccc3c(c2)OCCO3)C1 (stereo not given),7%,·,-8%,-1%,-3%,-12,-5%[60.1 µM],1%,-4%
Cc1cccn2c(=O)c3cc(C(=O)NCCc4ccccc4)c(=N)n(Cc4ccco4)c3nc12,7.9µM*,7%,-11%,-17%,-16%,6,-35%,9%,-6%
O=C(O)CCSC1CC(=O)N(c2ccccc2)C1=O (stereo not given),14%,71%[activator],-17%,4%,3%,-18,-18%,1%,-3%
CCc1ccccc1OCC(=O)Nc1cccc(S(=O)(=O)NCc2ccco2)c1,?,-5%,-27%,·,·,-4,-5%,·,-5%
Cc1ccc(C2=NN3C(C2)c2ccccc2OC32C(=O)Nc3ccccc32)cc1 (stereo not given),23%,-9%,-15%,40%,?,13,-26%,-15%,5%
O=C1CCCCCC1C1(O)C(=O)Nc2ccccc21 (stereo not given),22%,-2%,?,-1%,-5%,-5,-3%,1%,-4%
COc1ccc(-n2ncc3c2CC(C)(C)CC3NC(=O)CCc2c(C)nn(C)c2C)cc1 (stereo not given),14%,16%,-24%,13%,-6%,0,-1%,0%,0%
CCCCOC(=O)C1=C(C)Nc2ncnn2C1c1ccc(OC)c(OC)c1OC (stereo not given),-11%,-1%,-12%,-2%,-5%,-1,-17%,-6%,-4%
CN1CCN(S(=O)(=O)c2ccc(N(C)Cc3c(F)cccc3Cl)nc2)CC1,-3%,-16%,-18%,·,·,-4,-5%,·,-5%
O=C(NCc1ccccc1)C1CCN(S(=O)(=O)Cc2ccccc2)CC1,-4%,·,-6%,-5%,156%[activator],-10,-16%,-2%,-4%
CCOC(=O)CCSCC(=O)N1N=C(c2cccs2)CC1c1ccc(C)cc1 (stereo not given),4%,-6%,-23%,-1%,-11%,-3,-15%,-7%,-1%
CC(=O)c1ccc(N2C(=O)[C@@H]3[C@H](C2=O)[C@H]2c4ccccc4C=NN2[C@@H]3C(C)=O)cc1,-2%[58.9 µM],13%,-5%,-16%,-13%,-2,-12%,-6%,-2%
C#CCOCCOCCOCCNc1nc(N2CCN(C(=O)[C@H]([C@@H](C)CC)n3cc([C@@H](N)Cc4ccc(O)cc4)nn3)CC2)nc(N2CCN(C(=O)[C@H](CCCCN)n3cc([C@@H](N)C(C)CC)nn3)CC2)n1 (stereo not given in full),?,-7%,-19%,13%,-8%,-1,-16%,25%,-2%
CC(C)Oc1ccc(C(CC(=O)NCCCN(C)C)c2ccc(F)cc2)cc1 (stereo not given),14%,-11%,-2%,51%,-11%,-5,2%,1%,0%
CCc1ccc(OCC(=O)NC(NC(=S)Nc2ccc(C)cc2C)C(Cl)(Cl)Cl)cc1 (stereo not given),4%,-2%,-4%,9%,-7%,-4,-1%,2%,-15%
O=C(CNc1ccccc1C(=O)O)c1ccccc1,91%[activator],0%,8%,-6%,0%,-6,-8%,-1%,-1%
CCOc1cccc2c1OC1(C)CC2NC(=O)N1Cc1ccccc1 (stereo not given),?,-1%,-2%,1%,-12%,-3,4%,-3%,-5%
COc1ccc(C(=O)OCC(=O)NC(=O)NC2CCCC2)cc1[N+](=O)[O-],35%[activator],2%,-25%,·,·,-9,1%,·,-6%
Cc1cc2n(n1)CCC(=O)N2Cc1ccc(C(=O)Nc2ccc(Br)c(C)c2)cc1,6%,·,-17%,0%,-3%,1,-9%,-4%,-4%
c1ccc(Cn2ccc(-c3cnc(-c4ccccc4)s3)n2)cc1,0%,3%,-11%,-14%,-7%,3,-3%,-7%,-3%
CS(=O)(=O)N(CC(=O)Nc1cccc(F)c1)c1cccc([N+](=O)[O-])c1,4%,-1%,-18%,11%,-17%,0,-13%,-4%,-2%

# Some of the compounds tested; count on the stated rates, not on these rows.
